Screens (PubChem BioAssay)
SIAE inh = inhibitors of human sialic acid acetylesterase SIAE; actives 0.69% (n = 370,000); Q9HAT2; SIAE FP-Rh probe binding, fluorescence polarization; inhibition, % at 9.66 µM; AID 1053197;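 active means inhibition above a cutoff: mean of compounds within the control limits plus 3 SD of those, cut at about 17% in these data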;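 further: 0% = plate median of compound wells and 100% = probe without SIAE protein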
ADAM10 inh = inhibits human ADAM10; actives 0.62% (n = 370,000); recombinant ADAM10, EDANS/DABCYL FRET peptide cleavage, 3 h; inhibition, % at 7 µM;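 active means inhibition above a per-campaign cutoff equal to the mean of compounds falling between control-based bounds plus 3 SD, cut at about 20% in these data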;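 further: 0% = DMSO wells while the 100% control is not disclosed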
Target sequence (O14672 214-748 limits assumed): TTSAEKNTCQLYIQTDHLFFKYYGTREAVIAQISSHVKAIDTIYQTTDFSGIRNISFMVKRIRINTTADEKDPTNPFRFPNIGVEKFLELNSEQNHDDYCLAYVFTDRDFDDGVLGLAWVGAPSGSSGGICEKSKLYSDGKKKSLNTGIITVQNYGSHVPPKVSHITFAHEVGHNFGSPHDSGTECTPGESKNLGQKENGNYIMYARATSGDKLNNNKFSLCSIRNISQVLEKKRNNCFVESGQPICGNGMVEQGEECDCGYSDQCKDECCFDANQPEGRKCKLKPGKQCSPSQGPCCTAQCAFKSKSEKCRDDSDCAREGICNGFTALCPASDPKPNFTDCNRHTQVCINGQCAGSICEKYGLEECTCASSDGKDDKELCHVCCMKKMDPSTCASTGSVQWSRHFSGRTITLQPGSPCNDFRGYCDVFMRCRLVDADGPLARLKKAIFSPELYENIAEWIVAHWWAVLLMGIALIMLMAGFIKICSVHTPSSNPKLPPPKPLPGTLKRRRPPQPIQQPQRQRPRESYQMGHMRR
PLC-beta3 inh = inhibitors of human phospholipase C beta3. Purified PLC-beta3, fluorogenic substrate, fluorescence. inhibition, % at 12.2 µM. actives 0.18% (n = 370,000); in the data active means inhibition above about 11%;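 further: 0% = median of compound wells on plate and 100% = full blocker control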
ARFGAP1 inh = inhibits rat ARF GTPase activating protein 1; Arfgap1-stimulated ARF1 GTP hydrolysis, GDP FP detection; inhibition, % at 16.5 µM; actives 0.26% (n = 360,000);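 active means inhibition above a per-plate limit, mean inhibition of low control wells plus 3 SD, cut at about 25% in these data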;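 further: 0% = DMSO wells with enzyme and 100% = wells lacking Arfgap1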
Target sequence (Q62848 1-136 limits assumed): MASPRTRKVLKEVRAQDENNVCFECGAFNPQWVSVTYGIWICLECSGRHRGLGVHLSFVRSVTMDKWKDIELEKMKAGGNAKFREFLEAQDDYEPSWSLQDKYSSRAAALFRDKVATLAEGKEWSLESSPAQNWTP
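Assay system: purified rat His6-Arfgap1 residues 1-136 (GAP domain); Reagent: human Δ17 ARF1 bound to GTP; Dosing: 16.5 µM single point, 1.26% DMSO; Times: GTP hydrolysis reaction 2 h at 25 °C; Signal: FP, GDP Alexa 633 tracer displaced from anti-GDP antibody, 620/688 nm; Measure: % inhibition from polarization.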
TDP2 absorb = blocks human TDP2 phosphodiesterase activity; recombinant TDP2, T5PNP hydrolysis, p-nitrophenol absorbance 415 nm; inhibition, % at 12.8 µM; actives 0.34% (n = 370,000); AID 720702;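 active means inhibition above the mean of all tested compounds plus 3 SD, set per campaign, cut at about 25% in these data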;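 further: 0% = DMSO with enzyme and 100% = buffer with substrate but no TDP2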
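Material: recombinant human TDP2; quantity: TDP2 enzyme at 120 nM final; medium: Tris-HCl pH 7.5 with MgCl2; compound: single concentration, 12.8 µM nominal, with 1% DMSO; incubation: 2 h enzyme incubation at 37 °C; signal: epi absorbance; measure: percent inhibition; benchmarks: high control without enzyme, low control DMSO plus TDP2; repeats: singlicate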
PLCg1 inh = inhibitors of human phospholipase C gamma1. P19174. purified PLC-gamma1, fluorogenic substrate, fluorescence. inhibition, % at 12.2 µM. actives 0.84% (n = 370,000). AID 720700; in the data active means inhibition above about 9.5%
ADAM17 inh = ADAM17 inhibition, QFRET primary screen | recombinant ADAM17, EDANS/DABCYL FRET peptide cleavage | inhibition, % at 6.95 µM | P78536 | actives 0.83% (n = 370,000);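 active means inhibition above the mean of compounds lying between control limits plus 3 SD, set per campaign, cut at about 8.5% in these data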;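 further: 0% = DMSO-only wells as the low control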
ASAP1 GAP inh = blocks human ASAP1-stimulated Arf1 GTP hydrolysis; Q9ULH1; GDP FP detection; inhibition, % at 16.5 µM; actives 0.19% (n = 360,000); AID 624377; in the data active means inhibition above about 25%;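 further: 0% = vehicle with enzyme and substrate and 100% = no enzyme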
Tn7 DDE FP = disrupts Tn7 cyclic peptide binding to fibrin D-Dimer-E complex; inhibition, % at 8.3 µM; FP displacement of FITC-Tn7 peptide from fibrin DD(E); 0% = median of compound wells per plate; actives 0.13% (n = 370,000); AID 720508;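 active means inhibition above the mean of compounds falling within the control limits plus 3 SD of them, cut at about 14% in these data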;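 further: 0% = plate median of compound wells and 100% = 10 µM Aha-Tn7 peptide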
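Assay system: human fibrin DD(E). Input: DD(E) 2 µM final. Medium: Tris buffer with calcium and detergent, pH 7.8. Compound dosing: single point at 8.3 µM. Timing: 10 min plus 3 h, room temperature. Technique: fluorescence polarization of the labelled Tn7 tracer. Read-out: percent inhibition. Replicates: singlicate testing.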
DDE Tn6 FP inh = inhibitors of Tn6 peptide binding to human fibrin DD(E). P02675. Fibrin DD(E) TRITC-Tn6 fluorescence polarization displacement. inhibition, % at 8.3 µM. actives 0.21% (n = 370,000);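 active means inhibition above a per-campaign cutoff: mean of compounds within control limits plus 3 SD, cut at about 15% in these data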;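 further: 0% = median of all compound wells on the plate and 100% = blocking peptide control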
* = called active by the depositor; i = inactive.

Structure	SIAE inh	ADAM10 inh	PLC-beta3 inh	ARFGAP1 inh	TDP2 absorb	PLCg1 inh	ADAM17 inh	ASAP1 GAP inh	Tn7 DDE FP	DDE Tn6 FP inh
COc1ccc(S(=O)(=O)Nc2ccccc2C(=O)Nc2nc(-c3ccc(F)cc3)cs2)cc1OC	-7.7	-176.5	-212.0	21.4	6.4	-173.3	-107.2	4.6	1.6	-6.4
O=C(CSc1nnc(-c2ccc3c(c2)OCO3)n1-c1ccccc1)c1ccccc1	-6.1	-2.7	2.9	-1.0	-2.0	4.3	1.1	-2.1	-2.5	-2.7
Cc1ccc(-c2nn(-c3ccccc3)cc2C(=O)NCC2CCCO2)cc1 (stereo not drawn)	-1.6	-2.0	-2.5	5.0	5.5	-1.5	-3.0	-0.7	8.1	-1.5
[O-][N+]12CCCCC1CCCC2CO (stereo not drawn)	-6.5	-6.2	-4.5	-12.1	-2.2	0.1	-3.6	-4.6	3.8	0.4
COc1ccc(/C=N/NC(N)=S)cc1	-0.6	-3.4	-11.1	-5.4	-15.4	5.1	-3.7	-6.9	3.2	-3.1
O=C(CN1C(=O)c2cccnc2Oc2ccc(Cl)cc21)N1CCCCCC1	-2.6	15.9	-3.8	-5.1	-17.6	3.6	7.5	2.9	-2.0	1.8
O=C(O)C(CCCCN1C(=O)C2C3C=CC(C3)C2C1=O)N1C(=O)C2C3C=CC(C3)C2C1=O (stereo not drawn)	-0.5	-4.2	2.6	7.0	7.9	0.7	-2.2	7.3	2.4	-0.3
CCOC(=O)Cc1csc2nc(-c3ccccc3)nn12	-3.7	-2.5	-4.1	10.0	-13.3	4.1	-4.9	-1.9	9.0	6.5
COc1ccccc1N1CCN(C(=O)CSc2nc3ccccc3c(=O)n2CC2CCCO2)CC1 (stereo not drawn)	1.9	3.9	-1.9	-9.5	-2.9	2.7	0.5	-9.4	8.2	0.3
O=C(O)c1ccc(Cl)c(S(=O)(=O)Nc2ccc(S(=O)(=O)N3CCCC3)cc2)c1	-4.3	-15.2	-7.1	-8.6	8.8	-0.1	-1.6	-3.8	8.1	0.4
Cc1nc(N2CCN(Cc3ccc4c(c3)OCO4)CC2)[nH]c(=O)c1C	-0.7	-0.9	-2.0	5.5	-0.9	-0.8	-1.1	-7.1	9.2	6.5
CC(C)(C)c1nc2ccccc2c2nnc(SCC(=O)Nc3nc4ccccc4s3)n12	-7.3	4.5	5.6	9.0	-20.3	5.8	8.5	13.6	4.4	-2.1
C=CCC(C)(NCc1ccccc1)c1ccccc1 (stereo not drawn)	5.0	7.0	4.5	12.5	-5.6	5.7	1.2	9.2	-1.9	-3.9
CCCN1CCC(=NNc2ccc(C(=O)O)cc2)CC1	-3.1	1.3	-5.5	1.2	3.3	0.0	-1.1	3.0	-4.3	5.1
Cn1c(=O)c2c(nc3sccn32)n(C)c1=O	-1.4	-5.6	-0.1	6.9	6.2	0.1	-5.9	-0.3	2.6	-1.0
COc1ccc(CC(=O)Oc2ccc(Br)cc2F)cc1S(=O)(=O)N1CCOCC1	1.2	-5.8	-3.8	14.2	-3.5	0.6	-0.1	-15.5	1.3	6.3
CCOc1ccc(CCNc2nc3ccc(C)cc3n3cnnc23)cc1OCC	-1.5	-11.1	-11.2	8.9	-11.5	0.1	3.4	-5.4	-4.9	7.5
Nc1ccc2nc(-c3cccnc3)[nH]c2c1	-5.0	-10.5	-38.5	-14.3	6.6	-37.2	-4.7	11.5	0.2	2.6
Clc1ccccc1Sc1ccc(-c2ccccn2)s1	-12.1	-11.7	-4.9	9.0	10.2	0.1	-2.8	0.2	-2.7	-5.0
COc1ccccc1C1Nc2ccccc2NC2=C1C(=O)CC(C)(C)C2 (stereo not drawn)	6.7	-0.5	-5.5	2.8	-6.2	-4.2	-1.5	-0.1	0.8	-5.6
Cc1ccc(Cl)c(OCC(=O)Nc2ccc(S(=O)(=O)NC3=NCCCCC3)cc2)c1	-1.1	-0.2	-10.1	-21.7	10.2	-2.7	1.1	-3.4	5.8	2.9
CCOc1cc(/C=N/NC(=O)c2ccc(CN3CCOCC3)cc2)ccc1OC	0.7	-23.6	-48.3	-11.2	3.3	-37.0	-4.6	1.4	-3.7	1.1
Cc1cc(C)c(NC(=O)c2sc3nc(C)[nH]c(=O)c3c2C)c(C)c1	1.7	-12.1	-1.0	18.9	-1.5	-0.8	-4.5	4.1	-1.6	1.6
COc1cc(OC)c2c(C)c(Cl)c(=O)oc2c1	-0.2	i	i	7.8	-2.9	i	i	-2.0	1.1	-1.2
COc1ccc(S(N)(=O)=O)cc1C(=O)OCC(=O)NC(C)(C#N)C1CC1 (stereo not drawn)	-4.8	-3.7	-1.4	-3.7	-6.4	5.3	1.5	-6.0	-0.5	-0.5
CS(=O)(=O)c1ccc(C(=O)OCC(=O)NC2CCS(=O)(=O)C2)cc1[N+](=O)[O-] (stereo not drawn)	8.2	-4.5	-1.7	-0.2	15.4	0.0	-5.0	8.9	-0.8	-2.8
COc1ccc(OCC(=O)O/N=C(\N)Cc2cccs2)cc1	2.5	14.5	0.4	-2.2	-3.9	5.7	2.5	-0.6	-0.6	7.4
CC(C)CN(C(=O)COC(=O)c1ccccc1Sc1ccccc1C#N)C1CCS(=O)(=O)C1 (stereo not drawn)	-4.6	5.4	3.5	-2.6	3.0	1.0	0.1	-0.2	-0.5	0.3
CCn1cnc2cc(NC(=O)c3ccc(C)cc3)ccc21	-1.5	6.7	-3.9	12.9	1.8	-0.7	-0.2	11.3	-2.9	1.1
O=C(C1=COCCO1)N(Cc1nnc(-c2ccccc2Cl)o1)C1CC1	1.4	-4.9	-8.1	-11.7	6.8	6.5	-2.5	-9.0	4.0	-3.9
C=CCN(C(=O)c1csnn1)C(C(=O)NCc1ccc(F)cc1)c1ccccc1 (stereo not drawn)	-3.1	-1.6	-9.2	2.7	-16.0	-0.8	-8.6	0.0	3.9	-3.9
CCCCN(CC)C(=O)c1ccc(Cl)cc1	-1.9	-5.1	-3.4	15.8	13.4	0.1	-2.9	8.4	4.2	-9.7
O=C(NNC(=O)c1ccc2ccccc2c1)Nc1ccc(F)cc1	-3.1	-19.6	-11.7	5.8	1.8	-1.4	-2.9	8.0	4.1	3.5
O=C(Cn1ncc(N2CCOCC2)c(Cl)c1=O)c1ccc(Cl)cc1	-1.8	-2.6	-3.3	-0.8	14.3	-0.2	-1.6	7.5	-2.3	0.8
Cc1ccc2c(c1)C(=O)N1c3cc(C)c(C)cc3NC(=O)C1C(=O)N2 (stereo not drawn)	-10.9	-7.2	-4.8	10.2	-6.6	-6.7	-1.4	-9.7	4.0	-4.5
CCNc1nnc(SCC(=O)c2c(N)n(C3CC3)c(=O)[nH]c2=O)s1	-2.6	-15.9	-7.8	3.2	3.5	3.9	-8.3	-0.9	-3.5	-4.8
NC(=O)C1(N2CCCCC2)CCN(CC(=O)Nc2ccccc2Sc2ccccc2)CC1	-0.1	-3.0	-2.0	1.3	4.7	0.5	-0.7	-7.9	0.9	0.3
CC(C)C(NC(=O)CCNC(=O)c1ccc([N+](=O)[O-])cc1)c1nc2ccccc2[nH]1 (stereo not drawn)	11.2	1.2	-6.9	-7.2	-1.2	0.0	-2.5	-0.8	4.9	3.7
O=c1c2c([nH]c3ccccc13)CCC2	13.5	-3.3	-9.2	8.6	3.2	0.7	-1.5	-11.9	-1.9	-7.2
Cc1ccnc(N2CCC(C(=O)Nc3nnc(C)s3)CC2)n1	-6.7	-80.1	-22.9	9.3	-10.3	-16.3	-20.1	-1.7	-3.4	-2.1
Cn1cccc1C1CCCN1CC(=O)Nc1ccc(F)c(F)c1F (stereo not drawn)	15.4	-7.1	-9.2	8.6	-9.3	-2.8	-2.8	9.3	8.7	6.1
COC(=O)Cc1csc(Nc2ccccc2Cl)n1	-2.2	-0.8	-0.9	-0.7	3.3	0.3	-0.9	-5.7	7.1	-4.3
COc1ccc(-c2nnn(CC(=O)NCCc3c[nH]c4ccccc34)n2)cc1OC	6.7	5.3	2.9	-7.1	-10.4	-0.4	0.7	-11.9	2.8	6.1
O=C(CN1CCN(C(c2ccccc2)c2ccccc2)CC1)NC(=O)NCc1ccco1	0.0	-5.2	1.7	-4.5	-9.9	3.3	1.0	7.5	-5.0	0.4
CC(=O)NC(c1ccc(F)c(F)c1)c1nc(-c2ccccc2C)cs1 (stereo not drawn)	-0.1	-1.1	1.8	-9.9	0.0	0.6	-1.5	-0.9	0.2	8.7
COc1ccc(N2CC(C(=O)N3CCN(Cc4ccc5c(c4)OCO5)CC3)CC2=O)cc1 (stereo not drawn)	-3.7	-4.8	-7.1	-2.6	-5.6	-2.9	-1.2	-13.1	-0.1	3.5
Nc1c(N(Cc2ccccc2)C(=O)CCc2ccccc2)c(=O)[nH]c(=O)n1Cc1ccccc1	6.2	-9.5	-2.6	-13.7	0.5	-3.3	-1.9	-9.8	8.7	3.9

Single records (already shown). Values in the order: SIAE inh | ADAM10 inh | PLC-beta3 inh | ARFGAP1 inh | TDP2 absorb | PLCg1 inh | ADAM17 inh | ASAP1 GAP inh | Tn7 DDE FP | DDE Tn6 FP inh
Shown for `C=CCN(C(=O)c1csnn1)C(C(=O)NCc1ccc(F)cc1)c1ccccc1` (stereo not drawn) = -3.1 | -1.6 | -9.2 | 2.7 | -16.0 | -0.8 | -8.6 | 0.0 | 3.9 | -3.9
Shown for `COC(=O)Cc1csc(Nc2ccccc2Cl)n1` = -2.2 | -0.8 | -0.9 | -0.7 | 3.3 | 0.3 | -0.9 | -5.7 | 7.1 | -4.3
